# hcDAF12 agonist: activators of H. contortus DAF-12 nuclear receptor; AID 652067; activation, % at 6.8 µM; HEK293 hcDAF-12 lit1-tk-luc reporter, luminescence; 0% DMSO, 100% Δ7-dafachronic acid; hit rate 1.4% among 370,000;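 active = activation above the mean of all tested compounds plus 3 SD, cut at about 5.5% in these data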;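 note: 100% = response to 3 µM Δ7-dafachronic acid high control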
# ssDAF-12 act: activates DAF-12 receptor from parasite S. stercoralis; hit rate 1% among 370,000; HEK293 ssDAF-12/GRIP1 lit1-tk-luc reporter, luminescence; % of 3 µM dafachronic acid response; activation, % at 6.8 µM; AID 652126;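 active = activation above the mean over all tested compounds plus 3 SD, cut at about 0.9% in these data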;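 note: 0% = DMSO-only wells and 100% = 3 µM delta7-dafachronic acid wells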
# HGIII-sPLA2 inh: Inhibits HGIII-sPLA2 liposome hydrolysis, primary screen | inhibition, % at 12.2 µM | QFRET BODIPY PC-A2 liposome hydrolysis, fluorescence | AID 743126 | hit rate 0.56% among 370,000;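 active = inhibition above mean plus 3 SD of compounds lying within the high and low control bounds, cut at about 19% in these data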;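 note: 0% = median of test compound wells and 100% = no enzyme DMSO wells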
# FXN GAA850 act: increases GAA850 frataxin promoter reporter activity; HEK293 lucGAA850 FXN promoter luciferase reporter, 24 h; percent of 10 µM SAHA response; activation, % at 6 µM; hit rate 0.56% among 360,000; AID 540364;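 active = activation above the average of all compounds screened plus 3 SD, cutoff fixed separately per campaign, cut at about 7.5% in these data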;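 note: 0% = DMSO wells and 100% = 10 µM SAHA wells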
# PLC-beta3 inh: PLC-beta3 (human) inhibition, primary screen. Q01970. Purified PLC-beta3, fluorogenic substrate, fluorescence. inhibition, % at 12.2 µM. hit rate 0.18% among 370,000. AID 720704; in the data active = inhibition above about 11%;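 note: 0% = median of compound wells on plate and 100% = full blocker control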
# Target sequence (Q01970 whole entry, looked up): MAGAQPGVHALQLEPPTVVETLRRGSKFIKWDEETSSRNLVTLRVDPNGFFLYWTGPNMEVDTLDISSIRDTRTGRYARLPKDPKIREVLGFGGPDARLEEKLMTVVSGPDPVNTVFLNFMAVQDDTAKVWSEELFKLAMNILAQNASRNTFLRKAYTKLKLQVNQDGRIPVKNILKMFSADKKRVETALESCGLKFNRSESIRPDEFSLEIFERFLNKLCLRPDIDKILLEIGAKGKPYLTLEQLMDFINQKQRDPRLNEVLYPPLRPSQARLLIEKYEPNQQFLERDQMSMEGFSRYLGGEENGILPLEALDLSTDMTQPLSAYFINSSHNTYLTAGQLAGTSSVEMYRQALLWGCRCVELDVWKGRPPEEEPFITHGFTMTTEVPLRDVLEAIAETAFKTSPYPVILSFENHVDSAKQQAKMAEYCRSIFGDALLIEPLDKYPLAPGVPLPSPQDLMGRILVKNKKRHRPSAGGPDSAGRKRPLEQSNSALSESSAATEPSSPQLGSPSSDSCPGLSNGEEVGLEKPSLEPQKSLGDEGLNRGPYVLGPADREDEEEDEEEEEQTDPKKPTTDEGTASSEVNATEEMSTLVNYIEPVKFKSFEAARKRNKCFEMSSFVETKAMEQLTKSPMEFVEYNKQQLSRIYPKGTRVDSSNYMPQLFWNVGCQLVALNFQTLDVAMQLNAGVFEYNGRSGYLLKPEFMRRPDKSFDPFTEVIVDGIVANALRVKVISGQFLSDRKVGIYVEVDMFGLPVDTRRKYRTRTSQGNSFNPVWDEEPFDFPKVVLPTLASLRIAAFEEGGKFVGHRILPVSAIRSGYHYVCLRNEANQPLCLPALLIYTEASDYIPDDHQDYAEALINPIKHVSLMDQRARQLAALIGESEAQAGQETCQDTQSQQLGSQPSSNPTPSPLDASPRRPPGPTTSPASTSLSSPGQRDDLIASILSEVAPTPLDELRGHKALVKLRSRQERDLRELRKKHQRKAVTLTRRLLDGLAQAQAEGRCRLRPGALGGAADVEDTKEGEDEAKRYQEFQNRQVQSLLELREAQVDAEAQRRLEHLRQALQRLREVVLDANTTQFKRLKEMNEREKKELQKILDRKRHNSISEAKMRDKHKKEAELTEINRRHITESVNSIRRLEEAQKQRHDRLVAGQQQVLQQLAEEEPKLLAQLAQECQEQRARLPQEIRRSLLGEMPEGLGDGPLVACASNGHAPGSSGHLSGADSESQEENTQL
# PG9 Ab binder: PG9 antibody binding by small molecule; inhibition, % at 6.7 µM; TR-FRET gp120-PG9 antibody binding; hit rate 0.43% among 360,000; AID 624416; in the data active = inhibition above about 8.5%
# NR1D1 modulator: modulators of human Rev-erb alpha DNA binding. hit rate 0.79% among 370,000. AID 1259318. activity, % at 10 µM. Rev-erbα–FITC-DNA binding, fluorescence polarization, 90 min;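 active = activity above about 14%, limit read from the data; passing the limit was not always enough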;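 note: 0% = DMSO wells with 35 nM protein and 100% = DMSO wells with 750 nM protein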
# hgDAF12 agonist: hgDAF-12 agonism, primary luciferase screen. HEK293 GAL4-hgDAF12 UAS-luciferase reporter, agonist luminescence; normalized to butyrate control. activation, % at 6.8 µM. hit rate 1.8% among 370,000. AID 687014;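 active = activation above a cutoff set at the mean of all screened compounds plus 3 SD, cut at about 10% in these data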;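 note: 0% = DMSO wells and 100% = sodium butyrate wells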
# DAX1 inh-1: inhibitors of DAX1 repression of SF-1 activated StAR promoter; hit rate 1.1% among 370,000; AID 652010; HEK293T StAR-luciferase reporter, SF-1/DAX-1 repression relief; inhibition, % at 6.8 µM;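 active = inhibition above the mean over all tested compounds plus 3 SD, cut at about 3.6% in these data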;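 note: 0% = DAX-1 cells with DMSO and 100% = cells lacking DAX-1 with DMSO; higher inhibition means more luminescence from relief of DAX-1 repression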
# DAX1 inh-2: inhibitors of human orphan nuclear receptor DAX1 (NR0B1). HEK293 Gal4-DAX1 luciferase reporter, luminescence. hit rate 0.99% among 340,000. AID 504766. inhibition, % at 6.75 µM. P51843;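 active = inhibition above the mean over all tested compounds plus 3 SD, cut at about 4.2% in these data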;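 note: 0% = DAX1-transfected cells with DMSO and 100% = empty-vector control cells with DMSO; inhibition shows as a rise in luminescence from relieved DAX1 repression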
# SMARCA2 activ: SMARCA2 function activation, primary screen. activation, % at 9.1 µM. hit rate 1% among 370,000. AID 652017. MG213 cells, MMTV-luciferase reporter, dexamethasone, overnight; in the data active = activation above about 7.8%;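 note: 0% = vehicle wells and 100% = reference activator wells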
# * marks the source's active call; other numbers are inactive results; nt = no result given. Outcome played no part in choosing rows. Share with any hit: about 7%.
mol,SMARCA2 activ,HGIII-sPLA2 inh,ssDAF-12 act,PLC-beta3 inh,hgDAF12 agonist,FXN GAA850 act,DAX1 inh-1,DAX1 inh-2,PG9 Ab binder,hcDAF12 agonist,NR1D1 modulator
Cc1nc(NS(=O)(=O)c2ccccc2)sc1C(C)(C)C,-3,-5,-1.6,4,-3.9,2.3,0.0,1.8,-0.1,2.8,-4
O=C(NCCCN1CCCC1=O)c1cncc(Br)c1,0,1,-1.5,-1,0.6,3.3,-0.3,0.8,1.1,-1.0,3
CC(Oc1ccc(Cl)cc1Cl)C(=O)NCCC1=CCCCC1 (stereo not given),-1,-2,-1.7,2,-0.1,5.7,0.5,-1.5,0.5,0.7,3
CC(=O)Oc1c(C)cc(Cl)cc1C(=O)Nc1ccc([N+](=O)[O-])cc1Cl,-4,5,-2.1,-1,-2.5,-5.8,-1.6,-3.7,-0.4,-2.2,-1
CN(C)/N=C/c1ccc(Sc2ccccc2[N+](=O)[O-])o1,-2,12,-1.0,1,3.5,3.2,-0.3,0.3,-3.0,-0.3,5
COc1cc(OC)cc(C(=O)NNC(=O)c2ccc3c(c2)OCCO3)c1,-3,14,-0.4,1,3.8,1.6,-0.1,-0.9,-0.5,3.2,-2
O=c1[nH]c2ccccc2n1Cc1ccc(Cl)cc1,-1,-10,-1.3,1,0.7,-0.4,-0.7,1.8,-0.4,-0.1,-3
COc1ccc(CCNS(=O)(=O)c2cc(C(=O)O)c(Cl)cc2Cl)cc1,-1,3,-1.4,-1,-1.0,0.2,0.0,2.8,0.7,1.0,5
O=C(c1cncnc1)N1CCC(n2nnc3ncccc32)CC1,-3,2,-1.0,1,-1.0,nt,-0.7,nt,nt,-2.4,6
COc1ccc2c3n(nc2c1)CCN=C3c1cc(Cl)c(N)c(Cl)c1,3,1,-0.6,-58,0.4,4.5,-0.5,-0.2,0.0,0.4,0
COCCCNC(=S)N/N=C/c1ccc(OC)cc1,-4,10,-1.6,-1,-1.2,-0.2,-0.2,nt,-0.6,-0.9,9
O=S(=O)(NCC(c1cccnc1)N1CCN(c2ccc(F)cc2)CC1)c1ccccc1 (stereo not given),-5,-1,-1.4,0,2.4,0.5,-0.2,-0.2,0.5,-0.9,-4
CCN(CC)C(=O)C[n+]1ccc(C(N)=O)cc1,0,1,-0.8,0,-1.3,0.8,-0.8,0.5,-1.4,-0.1,-2
Cc1nc2ccc(S(=O)(=O)NCC(=O)N(C)Cc3ccccc3F)cc2s1,-2,7,-0.9,-2,-2.5,nt,-1.1,nt,nt,-2.7,-7
CC(=O)Nc1ccc(NC(=O)c2cc(-c3ccccc3)nc3ccccc23)cc1,-2,-4,-1.5,-3,-2.0,0.7,-1.1,-2.7,-2.3,-0.6,-2
O=C(Nc1cc(F)cc(F)c1)OC1CCC12CCC(c1ccccc1)CC2 (stereo not given),nt,-8,-1.1,-2,2.3,nt,nt,nt,nt,1.6,2
Cc1cc([N+](=O)[O-])nn1CC(=O)Nc1sc2c(c1C(N)=O)CCCC2,-1,1,-0.9,-5,-0.5,-1.1,-0.3,-0.5,0.2,0.7,-3
S=C(Nc1ccc(Br)cc1Cl)NC1CCN(Cc2ccccc2)CC1,-4,0,-1.8,3,-5.8,-1.4,-1.1,-2.0,-1.1,-2.0,8
CC1CCCC(NCC(=O)Nc2ccc(C(N)=O)cc2)C1C (stereo not given),-2,1,1.7*,-2,5.9,0.6,0.7,0.5,0.1,-1.3,-1
NNC(=O)c1ccc(CN2CCCCC2)o1,2,-2,-0.6,3,1.1,0.3,-0.4,-0.4,-4.0,-0.4,1
O=C(c1ccc(N2CCCCS2(=O)=O)cc1)N1CCN(c2ccc(N3CCOCC3)nn2)CC1,-1,-4,-1.4,-410,3.4,-0.6,0.1,0.4,-1.6,0.0,-6
CCCCN(CC)Cc1c(C)[nH]c2ccccc2c1=O,-1,4,-1.0,3,-3.0,-0.8,-0.5,0.7,0.2,-0.8,0
CC(=O)O[C@@H]1C[C@H]2C(C)(C)C(=O)C=C[C@]2(C)[C@H]2CC[C@@]3(C)[C@H](c4ccoc4)OC(=O)[C@H]4O[C@]43[C@@]21C,2,-8,-2.0,3,-7.1,0.8,-2.1,-3.6,0.2,-3.9,-1
CC(=O)c1ccc(N2CCN(C(=O)Nc3ccc(C(C)C)cc3)CC2)cc1,-6,-7,-2.6,-5,-7.1,-1.4,-2.5,-4.9,-1.1,-3.0,-5
O=C(c1ccc(C#CC2(O)CCCCC2)cc1)N1CCN(Cc2ccccc2)CC1,-1,-34,-1.5,-1,-0.8,-2.9,-0.9,0.7,0.8,-2.2,-1
CN(CCC#N)C(=O)c1cc2c(Cl)nc3ccccc3c2s1,1,6,-1.2,-3,2.0,2.7,-0.2,-0.5,0.9,0.0,-3
O=C(O)CC/C(=N/NC(=O)CNC(=O)Cc1ccc(Cl)cc1)c1ccccc1,-1,-4,-1.3,-18,-0.9,-0.4,-0.2,-0.8,1.2,-1.9,-2
COc1ccc(C2=NN(C(=O)c3ccccc3)C(c3ccccc3)C2)c(O)c1 (stereo not given),-3,-7,-1.3,-12,0.1,-0.6,-0.1,0.2,-0.4,-0.8,6
O=C(c1ccoc1)N1CCC2(CC1)Oc1ccc(F)cc1C(=O)C21CC(c2ccc(Cl)cc2)=NO1 (stereo not given),0,-1,-1.2,1,1.2,-7.0,-0.1,-0.9,-0.9,-1.1,7
COc1ccc(NC(=S)NC(=O)c2ccc(Br)o2)cc1,3,10,0.3,2,11*,5.8,1.2,0.7,0.5,1.1,-2

# Reprinted at random: four entries already listed
mol,SMARCA2 activ,HGIII-sPLA2 inh,ssDAF-12 act,PLC-beta3 inh,hgDAF12 agonist,FXN GAA850 act,DAX1 inh-1,DAX1 inh-2,PG9 Ab binder,hcDAF12 agonist,NR1D1 modulator
CC(=O)Oc1c(C)cc(Cl)cc1C(=O)Nc1ccc([N+](=O)[O-])cc1Cl,-4,5,-2.1,-1,-2.5,-5.8,-1.6,-3.7,-0.4,-2.2,-1
CC(Oc1ccc(Cl)cc1Cl)C(=O)NCCC1=CCCCC1 (stereo not given),-1,-2,-1.7,2,-0.1,5.7,0.5,-1.5,0.5,0.7,3
O=C(NCCCN1CCCC1=O)c1cncc(Br)c1,0,1,-1.5,-1,0.6,3.3,-0.3,0.8,1.1,-1.0,3
Cc1nc2ccc(S(=O)(=O)NCC(=O)N(C)Cc3ccccc3F)cc2s1,-2,7,-0.9,-2,-2.5,nt,-1.1,nt,nt,-2.7,-7

# Continuation.
mol,SMARCA2 activ,HGIII-sPLA2 inh,ssDAF-12 act,PLC-beta3 inh,hgDAF12 agonist,FXN GAA850 act,DAX1 inh-1,DAX1 inh-2,PG9 Ab binder,hcDAF12 agonist,NR1D1 modulator
COc1cccc(Nc2ncc(C#N)c(N)n2)c1,-4,9,0.0,-10,0.6,3.2,-0.3,nt,0.4,0.1,-1
CC(=O)c1cc2c(cc1NC(=O)C1CCC1)OCO2,1,15,-1.4,-82,-3.8,-0.1,-0.2,-1.0,0.7,-0.7,-2
O=C(CSc1nc2ccccc2s1)NCc1ccc2c(c1)OCO2,-1,-4,0.1,2,0.6,0.9,0.0,0.3,-1.3,1.8,-4
CC(=O)Oc1ccc(/C=C(\NC(=O)c2ccco2)C(=O)NCc2ccco2)cc1,7,3,-0.6,-3,0.7,3.8,0.0,2.1,-0.9,-0.6,13
CCC(=O)c1ccc(O)c(CC=C(C)C)c1,0,-4,-1.6,-1,5.4,-1.8,0.1,0.1,-2.4,-1.4,-4
Cc1ccnc(NC(=O)COc2ccccc2[N+](=O)[O-])c1,3,9,1.1*,2,14*,1.8,4.9*,0.4,-2.7,7.4*,-6
CCOc1ccccc1C1C(C#N)=C(N)Oc2n[nH]c(CC)c21 (stereo not given),-2,7,-1.4,-4,-1.5,-0.2,-0.5,0.1,-0.2,-0.4,3
COc1cc2c(cc1OC)C(c1cccc(Br)c1)CC(=O)N2 (stereo not given),2,1,-1.0,-9,-3.8,1.4,-0.3,-0.2,-1.5,-2.3,-1
COc1ccccc1-c1nc2ccccc2nc1-c1ccccc1OC,-2,-3,-0.2,-28,-0.5,-0.2,0.2,0.9,-0.1,-2.3,3
CCOC(=O)C1(CCOC)CCN(Cc2nc(-c3cccs3)oc2C)CC1,-4,12,-1.0,-8,2.8,0.6,0.2,1.1,-2.2,-1.5,1
O=C(COC(=O)c1ccco1)NCCc1ccc(Cl)cc1,-2,-2,-0.3,-4,2.5,-0.3,-1.0,0.2,0.4,0.6,-8
CN1CCN(C(=O)c2ccc3c(c2)N(Cc2ccc(Cl)cc2)C(=O)c2ccccc2S3=O)CC1 (stereo not given),3,-2,-1.4,4,2.3,-2.0,1.0,1.1,-0.6,-1.8,-6
CCn1cc(C(C)NC(=O)Nc2ccc3c(c2)OCO3)c(C)n1 (stereo not given),0,0,-1.5,-2,0.5,1.4,0.4,1.7,-1.0,-0.8,5
CC(=O)c1ccc(N2CCN(c3ccccc3O)CC2)c([N+](=O)[O-])c1,-3,-1,-1.0,-10,1.3,3.7,-0.4,0.5,3.4,-1.2,4
CCOC(=O)c1cc2c(C)n(-c3ccc(C)cc3)c(C)c2ccc1=O,-2,1,-1.9,-57,-1.1,2.1,-2.4,-1.4,-0.2,0.3,6
COc1ccc(NC(=O)CN2C(=O)N(C)Cc3ccccc32)c(C)c1,4,3,-1.6,3,1.0,1.9,-0.3,1.4,-1.0,-1.0,-2
COC(=O)C[C@@H]1CC[C@H]2[C@H](COc3ccc(NC(=O)C4CCC4)cc3C(=O)N2C)O1,-4,2,-1.3,2,3.6,nt,-0.3,nt,nt,-1.4,-4
Cc1ccccc1-c1nc(CN2CCC(C(=O)NCCC3=CCCCC3)CC2)c(C)o1,-4,-13,-0.9,-2,-2.1,3.5,-0.6,-1.1,0.2,-0.2,5
Cc1ccc(NCc2cccnc2)c(Br)c1,-1,7,-0.9,-1,3.0,1.4,0.1,-0.8,-0.3,0.5,3
CCCC1CCC(=C(C#N)C(N)=O)CC1 (stereo not given),-4,-23,-1.5,4,0.6,0.4,-0.8,1.4,-0.6,-0.8,3
Cc1noc(C)c1NC(=O)N(C)C[C@H]1Oc2c(NC(=O)Nc3ccccc3)cccc2C(=O)N([C@H](C)CO)C[C@@H]1C,3,-1,-0.9,-2,-0.1,0.4,0.5,2.7,-3.5,-0.9,1
OC(CN1CCN(c2ccccn2)CC1)Cn1c2ccccc2c2ccccc21 (stereo not given),-1,-12,-0.5,0,0.5,-1.4,0.5,0.4,1.4,-1.6,7
C=CCNC(=O)c1sc(-c2ccccc2)nc1C,5,6,-1.0,3,3.0,4.9,0.1,-0.3,-1.9,0.1,-3
CCCNc1nc2ccccc2n2c(C)nnc12,-1,3,0.1,-4,-0.1,3.0,-0.2,1.5,-1.1,-0.2,0
O=C(Cn1c(CO)nc2ccccc21)NCCc1ccc(F)cc1,-1,1,-0.6,-11,-1.2,4.8,0.0,1.8,-0.5,-0.3,8

# High-throughput results from PubChem.
